# KCNH2 3.1 block: qHTS for Inhibitors of KCHN2 3.1: Mutant qHTS; Potassium voltage-gated channel subfamily H member 2, brain isoform KCNH2 3.1 (human); U2OS KCNH2 3.1, thallium flux FluxOr; active compounds read low; activity change, % (tested at about 1.8 µM); hit rate 0.95% among 340,000;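 active means maximum activity change below -70%; inconclusive means maximum activity change from -70% to -50%; inactive means maximum activity change above -50%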;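 further: thallium influx rate constant from kinetic fluorescence after stimulation buffer; on the % scale 0 is the no-effect control and ±100 the full control effect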
#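 Steps: virus added to U2OS suspension (4 h, RT, dark); medium with 10% FBS added, cells plated, 37 C overnight; FluxOr/Red40 loading buffer 45 min RT; stimulation buffer, 2 min kinetic read; rate constant normalized.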
# PKM2 activator: qHTS Assay for Activators of Human Muscle isoform 2 Pyruvate Kinase. Pyruvate kinase PKM (Homo sapiens), P14618. purified PKM2, Kinase-Glo ATP luminescence, activation; response scale: 0% is enzyme alone, no compound. Potency, µM (top dose mostly 57.5 µM), for inactives: top-dose activation, most hits filed as activators. hit rate 0.34% among 260,000. AID 1631, 2009; further: potency means the concentration at half of the fitted maximal effect; on the % scale 0 is the no-effect control and ±100 the full control effect; nearly all actives have a fitted effect of over 55% in size
#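 hPK-M2, >95% pure; 0.1 mM ADP / 0.5 mM PEP final; imidazole pH7.2 buffer w/ 7 mM MgCl2, 50 mM KCl; 1 h RT; Kinase-Glo lum. Intermediate enzyme activity for dual inhibitor/activator qHTS.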
# MLL CXXC-DNA inh: qHTS Fluorescence Polarization Assay for Inhibitors of MLL CXXC domain - DNA interaction. Histone-lysine N-methyltransferase 2A (Homo sapiens), Q03164. MLL-CXXC / FITC-HOXA9 DNA fluorescence polarization. Potency, µM (top dose mostly 115 µM), for the others: top-dose activity change, negative = inhibition, hits mostly inhibitors. hit rate 0.037% among 290,000. AID 2662, 2010; active means well fitted inhibition curve with a large enough effect in the polarisation, with a control signal flat, not every such curve was filed as active; inconclusive means small, poorly fitted or top-dose-only effect, or effect the other way, or a change in a side signal; inactive means no such curve, though single readings can be large or run the other way; the % refers to the polarisation; further: potency means the concentration at half of the fitted maximal effect
#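 Fluorescence polarization: 7 uM MLL-CXXC (stock) preincubated 5 min with compounds, then 50 nM fluorescein-HOX-A9 DNA (stock) added; 30 min ambient. Buffer 50 mM Tris-HCl pH 7.5, 50 mM NaCl, 1 mM DTT, 0.05% BSA.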
# Coupling enz: qHTS Assay for Inhibitors of Fructose-1,6-bisphosphate Aldolase from Giardia Lamblia: Coupling assay counterscreen | coupling enzyme system counterscreen, AmpLite Red fluorescence | activity change, negative = inhibition, % at 58.2 µM, hits read low | hit rate 0.67% among 290,000; in the data active means activity change below about -30%; further: on the % scale 0 is the no-effect control and ±100 the full control effect
#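 Coupling enzymes only (glyceraldehyde-3-phosphate) + compound, at 57.5 uM final, 10 min RT; add substrate/coupling/AmpLite Red mix, 20 min RT; fluorescence ex 525/em 598 nm. Actives flag coupling-system interference.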
# TRPV1 ag: HTS Assay for Compounds that Act as Agonists of the Vanilloid Receptor 1; Transient receptor potential cation channel subfamily V member 1 (Homo sapiens), Q8NER1; activation, % at 8.33 µM; AID 540275, 2011; hit rate 0.19% among 320,000; TRPV1-expressing cells, Fluo-8 calcium influx, agonist mode; in the data active means activation above about 80%; inconclusive means between about 30% and that limit; further: 0% is about no effect
#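 TRPV1-expressing cells were cultured overnight at 35.5C and loaded with Fluo-8 calcium dye for 40 to 90 min at room temperature. After a 10 s baseline, compound was added and calcium influx was read kinetically for 3 min (ex 480/em 520 nm).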
# B2AR arrestin: qHTS assay of beta-arrestin-biased ligands of beta2-adrenergic receptor | Beta-2 adrenergic receptor (Homo sapiens), P07550 | beta-arrestin recruitment to beta2AR, cell-based reporter | Potency, µM (top dose mostly 46.1 µM), without a hit: top-dose activation, usual class: activators | hit rate 0.02% among 330,000 | AID 492947, 2010;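 further: potency means the concentration at half of the fitted maximal effect; 0% = DMSO controls and full agonism = EC100 isoproterenol or metaproterenol; nearly all actives have a fitted effect of over 65% in size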
# Giardia killer: Small Molecules that selectively kill Giardia lamblia: qHTS; hit rate 0.15% among 340,000; AID 540267, 2011; Giardia lamblia trophozoite viability; activity change, % at 7.66 µM, hits read low; in the data active means activity change below about -80%; inconclusive means between about -30% and that limit;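 further: parasites exposed to compound for two days anaerobically before the ATP read; on the % scale 0 is the no-effect control and ±100 the full control effect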
#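 Giardia trophozoites, 100 cells per well, were exposed to compounds for 48 hrs at 37 deg C under anaerobic conditions; viability was then read as ATP content by bioluminescence after 15-30 min at room temperature.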
# GALK inhibitor: qHTS Assay for Inhibitors of Human Galactokinase (GALK). P51570. Purified GALK, Kinase-Glo residual ATP luminescence. Potency, µM (series often up to 57.5 µM), for the others: top-dose activity change, negative = inhibition, hits mostly inhibitors. hit rate 0.007% among 270,000; further: potency means the concentration at half of the fitted maximal effect; on the % scale 0 is the no-effect control and ±100 the full control effect
#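 Human GALK (5 nM) with 35 uM ATP and 100 uM galactose in 20 mM HEPES pH 8.0, 5 mM MgCl2, 60 mM NaCl, 1 mM DTT, 0.01% BSA. After 1 h at room temperature, leftover ATP was read by Kinase-Glo Plus luminescence.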
# USP2a block: qHTS Assay for Inhibitors of Ubiquitin-specific Protease USP2a Using CHOP2 as the Reporter | Ubiquitin carboxyl-terminal hydrolase 2 (Homo sapiens), O75604 | USP2 core, Ub-CHOP2 coupled fluorogenic reporter, 485/531 | Potency, µM (highest dose often 38.3 µM), for inactives: at the highest dose activity change, negative = inhibition, actives largely listed as inhibitors | hit rate 0.01% among 330,000 | AID 463254, 2010;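 further: potency means the concentration at half of the fitted maximal effect; plate controls were DMSO wells for no effect and full inhibition by NEM control for full effect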
#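 Deubiquitinase activity read as fluorescence (485/531 nm) after Ub-CHOP2 cleavage activates the enterokinase reporter on its substrate; USP2 core 10nM, Ub-CHOP2 and substrate 25nM each, 30min compound preincubation then 60min RT; data normalized to NEM, curves fitted.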
# Menin MLL FP TR: qHTS Assay for Inhibitors Targeting the Menin-MLL Interaction in MLL Related Leukemias: Competition With Texas Red Labeled MLL-derived Mutant Peptide; Potency, µM (doses to about 61.6 µM), for the others: at the top dose FP activity change, negative = inhibition, usual class: inhibitors; hit rate 0.23% among 270,000; Menin + Texas Red MLL mutant peptide, fluorescence polarization; AID 1768, 2009; active means well fitted inhibition curve with a large enough effect in the polarisation, with a control signal flat, not every such curve was filed as active; inconclusive means small, poorly fitted or top-dose-only effect, or effect the other way, or a change in a side signal; inactive means no such curve, though single readings can be large or run the other way; the % refers to the polarisation; further: potency means the concentration at half of the fitted maximal effect; % of control where 0% means no effect; many of its hits are not listed in these tables
# KCNH2 WT inh: qHTS for Inhibitors of KCHN2 3.1: Wildtype qHTS; AID 720551, 2013; activity change, % at 1.84 µM; U2OS, BacMam KCNH2, thallium flux FluxOr; active compounds read low; hit rate 0.37% among 340,000;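 active means maximum activity change below -70%; inconclusive means maximum activity change between -70% and -50%; inactive means maximum activity change above -50%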; further: on the % scale 0 is the no-effect control and ±100 the full control effect
# Target sequence (Q12809 whole entry, looked up): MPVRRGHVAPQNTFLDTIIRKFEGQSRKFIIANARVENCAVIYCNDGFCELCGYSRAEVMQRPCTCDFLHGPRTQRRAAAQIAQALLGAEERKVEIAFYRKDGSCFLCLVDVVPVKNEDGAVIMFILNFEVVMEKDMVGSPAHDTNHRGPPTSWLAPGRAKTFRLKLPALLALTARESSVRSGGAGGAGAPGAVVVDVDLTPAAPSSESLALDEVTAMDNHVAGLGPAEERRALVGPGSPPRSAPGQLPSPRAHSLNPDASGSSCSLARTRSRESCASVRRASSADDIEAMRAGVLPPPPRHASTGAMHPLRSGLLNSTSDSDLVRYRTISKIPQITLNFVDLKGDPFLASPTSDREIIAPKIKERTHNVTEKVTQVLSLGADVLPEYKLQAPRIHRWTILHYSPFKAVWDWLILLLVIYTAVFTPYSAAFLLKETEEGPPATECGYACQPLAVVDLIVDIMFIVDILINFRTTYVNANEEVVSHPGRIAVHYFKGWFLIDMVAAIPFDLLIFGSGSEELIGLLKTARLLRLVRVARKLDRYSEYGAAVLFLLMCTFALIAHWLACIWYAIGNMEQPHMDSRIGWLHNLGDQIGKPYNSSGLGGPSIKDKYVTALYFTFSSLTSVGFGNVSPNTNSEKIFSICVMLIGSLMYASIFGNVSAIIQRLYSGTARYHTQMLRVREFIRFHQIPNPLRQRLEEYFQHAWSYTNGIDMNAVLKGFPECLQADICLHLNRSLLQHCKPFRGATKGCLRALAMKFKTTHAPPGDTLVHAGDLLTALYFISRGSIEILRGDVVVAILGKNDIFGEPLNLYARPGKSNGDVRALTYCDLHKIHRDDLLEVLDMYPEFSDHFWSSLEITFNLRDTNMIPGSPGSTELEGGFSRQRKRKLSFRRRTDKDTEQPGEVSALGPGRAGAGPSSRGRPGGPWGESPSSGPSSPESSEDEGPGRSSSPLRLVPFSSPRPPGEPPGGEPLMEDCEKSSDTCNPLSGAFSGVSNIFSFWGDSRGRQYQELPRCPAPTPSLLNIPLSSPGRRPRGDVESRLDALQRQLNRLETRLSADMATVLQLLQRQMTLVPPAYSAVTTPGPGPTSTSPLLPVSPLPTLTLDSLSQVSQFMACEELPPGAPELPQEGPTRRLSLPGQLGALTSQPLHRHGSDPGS
#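 U2OS cells transduced with wild-type KCNH2 virus are loaded with FluxOr dye for 45 min, and thallium flux is measured in kinetic reads before and after stimulation buffer. Rate constants are normalized to DMSO controls.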
# Numbers without * were called inactive; ? = inconclusive; nt = no result given; [ ] = another dose, or the depositor's remark. Unless noted, the call rests on the fitted dose curve; in most records, active means well fitted curve in the direction sought with a large enough effect; inconclusive means small, poorly fitted or top-dose-only effect, or another doubt; inactive means no such curve, though single readings can be large; an effect the other way counts as inactive or inconclusive.
SMILES,KCNH2 3.1 block,PKM2 activator,MLL CXXC-DNA inh,Coupling enz,TRPV1 ag,B2AR arrestin,Giardia killer,GALK inhibitor,USP2a block,Menin MLL FP TR,KCNH2 WT inh
COC(=O)C(Cc1ccc(O)cc1)NC(=O)NC12CC3CC(CC(C3)C1)C2 (stereo not given),-1,0%[11.5 µM],7%,0,3,-1.8%,-21,-2%,4%,-1%,-3
COCC(=O)Nc1nnc(-c2cccs2)s1,-6,-6%,12%,5,2,-0.1%,13,-2%,4%,0%,1
CC(C)CN(C(=O)CSc1nncn1C)C1CCS(=O)(=O)C1 (stereo not given),2,nt,nt,nt,-3,-0.7%,-10,nt,-2%,nt,-20
CCOC(=O)N1CCN(Cc2nc(N)nc(Nc3ccc(OCC)cc3)n2)CC1,-86*,0%,0%,0,-3,-0.6%,-7,-6%,3%,1%,0
O=C1OC(c2ccc(F)cc2)=N/C1=C\c1ccc(Br)o1,2,3%,-6%,6,-2,0.3%,3,10%,0%,5%,-28
Fc1ccc(NCc2cn3ccccc3n2)cc1,-2,4%,9%,-23,4,-0.6%,13,12%,2%,-6%,4
O=C(COc1ccc2oc3c(c2c1)CCCC3)Nc1ccccn1,-4,0%,7%,-5,?,-0.6%,-24,0%,1%,14%,-2
O=C1N=C(N2CCOCC2)CS1,12,11%,3%,0,-2,0.5%,3,-1%,7%,-1%,-3
CCOC(=O)CCc1c(C)nc(SCCCn2c(=O)[nH]c3ccccc32)c(C#N)c1C,-7,8%,-3%,-1,12,-0.3%,-2,2%,4%,-20%,-16
O=C(NCCCn1ccnc1)c1ccc2c(c1)OCCO2,6,-8%,-6%,-1,0,-0.1%,7,0%,1%,2%,-11
COc1cc(CC(=O)Nc2ccc3nc(SC)sc3c2)cc(OC)c1OC,-5,-1%,3%,-6,3,0.3%,-1,4%,1%,nt,-2
Cc1cccc(NC(=O)N(Cc2cc3cc(C)ccc3[nH]c2=O)CC2COCCO2)c1 (stereo not given),-4,-18%,3%,1,-1,-0.2%,-1,2%,-6%,-3%,4

# Whole records as entered above. Screens in order: KCNH2 3.1 block	PKM2 activator	MLL CXXC-DNA inh	Coupling enz	TRPV1 ag	B2AR arrestin	Giardia killer	GALK inhibitor	USP2a block	Menin MLL FP TR	KCNH2 WT inh
# Profile of O=C1N=C(N2CCOCC2)CS1 : 12	11%	3%	0	-2	0.5%	3	-1%	7%	-1%	-3
# Profile of O=C(COc1ccc2oc3c(c2c1)CCCC3)Nc1ccccn1 : -4	0%	7%	-5	?	-0.6%	-24	0%	1%	14%	-2
# Profile of O=C(NCCCn1ccnc1)c1ccc2c(c1)OCCO2 : 6	-8%	-6%	-1	0	-0.1%	7	0%	1%	2%	-11
# Profile of CCOC(=O)CCc1c(C)nc(SCCCn2c(=O)[nH]c3ccccc32)c(C#N)c1C : -7	8%	-3%	-1	12	-0.3%	-2	2%	4%	-20%	-16
# Profile of Fc1ccc(NCc2cn3ccccc3n2)cc1 : -2	4%	9%	-23	4	-0.6%	13	12%	2%	-6%	4

# (cont.)
SMILES,KCNH2 3.1 block,PKM2 activator,MLL CXXC-DNA inh,Coupling enz,TRPV1 ag,B2AR arrestin,Giardia killer,GALK inhibitor,USP2a block,Menin MLL FP TR,KCNH2 WT inh
CN(C)/C=C/C(=O)c1cnc2sccn2c1=O,-9,1%,4%,0,-3,0.4%,-30,0%,2%,-19%,-4
CCC1C(=O)CC(c2ccco2)NC1c1ccco1 (stereo not given),-6,-5%,-1%,0,4,-0.1%,-12,-4%,-8%,2%,-10
Cc1cccc(-n2ncc3c(N4CCC(C)CC4)ncnc32)c1,3,-4%,-16%,-2,?,0.2%,-16,1%,-1%,1%,-7
N#Cc1ccc(C(=O)NCCCSc2ccccc2)cc1,2,nt,5%,0,?,0.1%,-20,1%,2%,14%,11
O=S(=O)(c1ccc2c(c1)OCCO2)N1CCN(c2ncnc3sccc23)CC1,1,?,5%,-1,7,-0.1%,13,8%,3%,3%,0
O=C(c1cnn(C(=O)c2cccc(S(=O)(=O)N3CCOCC3)c2)c1)c1cc(Cl)cc(Cl)c1O,-32,5%,-6%,2,-6,-0.3%,-6,nt,3%,nt,-3
O=C(CNS(=O)(=O)c1cccs1)Nc1ccc2c(c1)OCCO2,4,-20%,-6%,0,-1,-0.3%,-13,0%,1%,1%,4
O=C(CSc1nc(-c2ccco2)cc(C(F)(F)F)n1)NCCCN1CCOCC1,5,-2%,-1%,3,-2,-0.3%,-15,5%,0%,3%,4
CSc1nsc(SCC(=O)Nc2ccc(C(C)=O)cc2)n1,-15,2%,30%,1,-2,-1.0%,7,1%,-1%,5%,-7
COc1ccc(C(=O)N2CCSC2=S)cc1OC,-1,-17%,16%,2,-3,0.6%,-13,1%,-3%,20%,5
CCC(C)Oc1nc2c(c(=O)n(C)c(=O)n2C)n1C (stereo not given),-2,-1%,3%,0,6,0.2%,-23,-3%,-1%,-21%,2
Cc1ccccc1CSCCNC(=O)c1ccc(Cl)c(S(=O)(=O)N2CCOCC2)c1,-5,-2%,2%,-1,?,-0.3%,1,0%,1%,17%,5
Cc1cc(C)c(NC(=O)C2CCCN2CCO)c(C)c1 (stereo not given),-1,-4%,3%,2,1,-0.1%,1,-6%,0%,8%,0
Cc1ccc(S(=O)(=O)CCC(=O)O)cc1C,3,0%,8%,2,2,-0.4%,-2,-6%,4%,-17%,1
S=C(NC1CCCCC1)N1CCOCCOCCN(C(=S)NC2CCCCC2)CCOCCOCC1,-29,0%,-1%,1,?,-0.5%,10,4%,-2%,nt,1
Cc1cc(C(=O)N/N=C/C=C/c2cccc([N+](=O)[O-])c2)n[nH]1,-8,-3%,-6%,0,0,-0.2%,?,-2%,-1%,22%,-2
Cc1ccccc1OCc1nc2ccccc2c(=O)n1/N=C/c1cn[nH]c1-c1ccc(Br)cc1,-27,-4%,10%,-11,?,0.0%,26,2%,2%,-15%,1
Cc1ccc2cc(CN(CCN3CCCC3)C(=O)Nc3ccc(F)cc3)c(=O)[nH]c2c1C,-11,-4%,17%,-1,-1,-0.1%,10,1%,2%,-2%,22
Cc1nn(-c2ccc(C(=O)O)cc2)c(C)c1Oc1ccccc1O,5,0%,-6%,7,3,-0.1%,2,1%,-1%,5%,-7
CC(Oc1ccccc1)C(=O)Nc1ccc(S(=O)(=O)N2CCOCC2)cc1 (stereo not given),1,-1%,4%,0,?,-0.6%,-28,3%,0%,-18%,-16
OCC1(CCc2ccccc2)CCCN(C/C=C/c2ccccc2)C1 (stereo not given),?,0%,8%,0,2,-0.4%,12,-5%,-1%,-9%,-12
CC1=CN2C(=N)/C(=C/c3ccco3)C(=O)N=C2S1,17,-11%,0%,-3,5,3.2%,-13,4%,-4%,6%,2
Cn1c(N)c(C(=O)COC(=O)CCc2nc3ccccc3s2)c(=O)n(C)c1=O,-8,-1%,3%,1,-1,-0.5%,-2,0%,-1%,6%,0
COc1ccc(S(=O)(=O)N2CCOCC2)cc1NC(=O)CN1CCCc2ccccc21,15,nt,nt,nt,nt,-0.5%,2,nt,-4%,nt,-5
COC(=O)N/N=C/c1cn(Cc2ccc(Cl)cc2Cl)c2ccccc12,-18,6%,5%,-8,0,-0.3%,-25,0%,0%,23%,-2

# Not all compounds are listed, so the mix of outcomes need not match the whole.
